mIDH1 inhibitor: blocks human mutant IDH1 R132H enzyme. IDH1-R132H enzyme, NADPH consumption, diaphorase/resazurin fluorescence. Potency, µM (doses to about 76.6 µM), for inactives: at the top dose activity change, negative = inhibition, usual class: inhibitors. 390,000 tested, 0.093% active. O75874; further: potency means the concentration at half of the fitted maximal effect; on the % scale 0 is the no-effect control and ±100 the full control effect; nearly all actives have a fitted effect of over 65% in size
Target sequence (O75874 whole entry R132H, stated change not applied): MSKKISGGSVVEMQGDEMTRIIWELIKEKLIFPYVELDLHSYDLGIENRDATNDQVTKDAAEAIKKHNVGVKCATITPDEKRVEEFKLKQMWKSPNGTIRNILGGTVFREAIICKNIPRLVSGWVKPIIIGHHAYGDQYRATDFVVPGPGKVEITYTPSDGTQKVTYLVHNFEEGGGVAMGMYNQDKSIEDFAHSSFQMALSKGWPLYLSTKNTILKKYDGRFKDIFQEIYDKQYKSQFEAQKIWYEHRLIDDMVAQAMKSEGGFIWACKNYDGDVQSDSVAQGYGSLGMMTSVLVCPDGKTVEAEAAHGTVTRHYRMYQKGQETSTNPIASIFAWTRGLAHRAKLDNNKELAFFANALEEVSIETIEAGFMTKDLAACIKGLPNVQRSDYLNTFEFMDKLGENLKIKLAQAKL
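IDH1-R132H (0.5 ug/mL) preincubated 30 min with compound, then NADPH (0.016 mM) and alpha-KG (2 mM) added; 80 min at RT, pH 7.5. Remaining NADPH coupled via diaphorase/resazurin to fluorescence (540/590 nm); concentration-response curves normalized to no-enzyme control.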
TrxR1 substrate: rat thioredoxin reductase 1 substrate activity; O89049; purified TrxR1 substrate turnover, NADPH consumption readout; Potency, µM (titrated, usually from 114 µM), inactives show at the top dose activity change, negative = substrate turnover; 390,000 tested, 0.01% active; AID 588456; further: potency means the concentration at half of the fitted maximal effect; on the % scale 0 is the no-effect control and ±100 the full control effect; nearly all actives have a fitted effect of over 50% in size
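Rat TrxR1, dispensed at 90 nM, was prereduced with 400 uM NADPH (final) for 5 min at ~22 deg C, then incubated with compound 15 min before 400 uM selenite. A first-read NADPH fluorescence drop versus no-compound background flagged substrates.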
PI4K2A block: PI4K2A (human) kinase inhibition | Q9BTU6 | purified PI4K2A, ADP-Glo luminescence, 1 h; hits give low values | activity change, negative = inhibition, % at 76.9 µM | 420,000 tested, 0.13% active | AID 1346378; in the data active means activity change below about -50%; inconclusive means mostly about -30% to -49%;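 further: -100% = wells without enzyme as full effect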
Target sequence (Q9BTU6 whole entry, looked up): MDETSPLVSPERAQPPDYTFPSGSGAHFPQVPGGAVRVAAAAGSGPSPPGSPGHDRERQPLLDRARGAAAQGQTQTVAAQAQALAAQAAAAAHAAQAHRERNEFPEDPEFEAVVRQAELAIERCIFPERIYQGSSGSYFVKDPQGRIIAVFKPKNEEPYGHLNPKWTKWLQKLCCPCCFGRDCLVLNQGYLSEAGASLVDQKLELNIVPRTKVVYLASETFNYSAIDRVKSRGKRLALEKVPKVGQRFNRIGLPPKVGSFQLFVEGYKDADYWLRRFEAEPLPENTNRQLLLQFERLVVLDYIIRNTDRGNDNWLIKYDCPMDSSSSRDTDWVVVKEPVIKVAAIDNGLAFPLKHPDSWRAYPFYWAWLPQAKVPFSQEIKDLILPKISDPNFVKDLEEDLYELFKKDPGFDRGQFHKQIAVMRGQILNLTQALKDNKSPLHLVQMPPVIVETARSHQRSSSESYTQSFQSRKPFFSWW
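PI4K2A activity was measured by ADP-Glo luminescence: enzyme (4 ug/mL stock) and phosphatidylinositol (1.2 mM stock) in Tris pH 7.5/MgCl2/EGTA/Triton X-100 buffer were reacted with ATP (300 microM stock) for one hour at ambient temperature.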
TrxR1 inh: rat TrxR1 inhibition; 390,000 tested, 1% active; O89049; recombinant rTrxR1, NADPH fluorescence consumption, selenite substrate; Potency, µM (titrated, usually from 114 µM), for inactives: top-dose activity change, negative = inhibition, hits mostly inhibitors; further: potency means the concentration at half of the fitted maximal effect; on the % scale 0 is the no-effect control and ±100 the full control effect; nearly all actives have a fitted effect of over 65% in size
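Rat TrxR1 (90 nM in the dispensed reagent) was pre-reduced with 400 uM NADPH for 5 min at room temperature, then incubated with compound for 15 min. After 400 uM selenite was added, NADPH fluorescence (Ex 340/Em 450 nm) was followed for 8 min.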
USP1-UAF1 inh: inhibitors of human USP1/UAF1 deubiquitinase; 390,000 tested, 0.23% active; recombinant USP1/UAF1, Ub-Rhodamine cleavage fluorescence; Potency, µM (titrated, usually from 57.1 µM), inactives show at the top dose activity change, negative = inhibition, actives largely listed as inhibitors; further: potency means the concentration at half of the fitted maximal effect; on the % scale 0 is the no-effect control and ±100 the full control effect; nearly all actives have a fitted effect of over 60% in size; inactives centre near -12
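USP1/UAF1 complex (1 nM) preincubated 15 min at room temperature with compound, then Ub-Rho substrate (150 nM final) added. Kinetic fluorescence at 480/540 nm over 6 reads at 60 s intervals; 50 mM HEPES pH 7.8, 0.5 mM EDTA, 0.1 mg/ml BSA, 1 mM TCEP, 0.01% Tween-20.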
D2 ag: agonists of human D2 dopamine receptor | P14416 | HEK293 T-REx D2 cells, calcium flux agonist mode | activation, % at 2 µM | 340,000 tested, 0.53% active;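 active means activation over 3 SD above normal in the single-dose calcium agonist read, cut at about 30% in these data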; further: 0% is about no effect
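Calcium-flux readout, 1 cycle/sec over 180 s following compound pin transfer, in inducible HEK293 Trex D2 cells (force-coupled); dopamine controls included. Positive calcium responses during this window marked compounds as potential agonists.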
TRHR PAM: allosterically enhances the human TRH receptor; P34981; TRHR cells, fluo-8 calcium fluorescence, EC20 TRH enhancement; enhancement, % at 2 µM; 360,000 tested, 0.66% active; AID 493056; in the data active means enhancement above about 30%; further: 0% is about no effect
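Enhancer read-out: after compound pinning and an initial kinetic agonist-mode read, an EC20 of TRH (10 nM final) was injected and fluo-8 calcium signal (Ex 480/Em 530) followed at 1 s/cycle for 100 cycles in TRHR-expressing cells.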
TRHR agonist: agonists of human TRH receptor; TRHR cells, calcium flux fluo-8, FDSS agonist mode; 360,000 tested, 0.18% active; activation, % at 2 µM; P34981; in the data active means activation above about 30%; further: 0% is about no effect
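Read-out: compound-evoked intracellular calcium rise in TRHR cells, fluo-8 dye, kinetic FDSS fluorescence at 1 s/cycle following a 10-cycle baseline. Cells cultured overnight before dye loading (30 min–1.5 h, RT).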
D2 antagonist: antagonizes the human D2 dopamine receptor; HEK293 TREx D2 cells, calcium flux, dopamine EC80; 340,000 tested, 2% active; inhibition, % at 10 µM; P14416; in the data active means inhibition above about 30%; further: 0% is about no effect
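Measurement of antagonist activity uses fluorescent calcium dye in inducible HEK293 T-REx D2 cells: 10 s baseline, compound addition with 180 s read, EC80 dopamine addition with a further 180 s read.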
Active calls of the source: *; ? = inconclusive; nt = not tested or not shown; & = joins results of further samples; [ ] = another dose, or the depositor's remark. Unless noted, the call rests on the fitted dose curve; in most records, active means well fitted inhibition curve with a large enough effect; inconclusive means small, poorly fitted or top-dose-only effect; inactive means no such curve, though single readings can be large or run the other way.

SMILES	mIDH1 inhibitor	TrxR1 substrate	PI4K2A block	TrxR1 inh	USP1-UAF1 inh	D2 ag	TRHR PAM	TRHR agonist	D2 antagonist
Cc1c(N(C)S(=O)(=O)c2ccc(Cl)c(C(=O)NCC3CCCO3)c2)c(=O)n(-c2ccccc2)n1C (stereo not given)	0%	-13%	6	-3%	-14%	nt	nt	nt	nt
FC(F)(F)c1cnc(Oc2ccccc2-c2nnc(-c3ccc(Cl)cc3)o2)c(Cl)c1	0%	2%	0	5%	-2%	-0.3	6	0.9	14
c1ccc(CSc2nncn2-c2ccccn2)cc1	-1%	2%	2	10%	-20%	-0.3	-5	0.3	-5
COc1ccccc1C(=O)N1CCN(Cc2nc(CC3CC3)no2)CC1	4%	1%	2	11%	-16%	-0.4	0	0.8	0
CCOC(=O)NC(=S)Nc1c(C)n(C)n(-c2ccccc2)c1=O	6%	-1%[57.1 µM]	3	18%[57.1 µM]	-13%	3.7	7	0.6	13
O=C(NCc1ccco1)c1cc(S(=O)(=O)N2CCOCC2)c(Cl)cc1Cl	5%	-11%	5	-15%	-4%	-0.3	1	-0.4	3
O=Cc1cn(CCC(=O)O)nc1-c1cccc2ccccc12	-4%	1%	0	1%	-13%	0.2	2	-0.4	-7
Cc1ccc(S(=O)(=O)n2nnc3ccccc32)c(C)c1C	9%	-18%[57.1 µM]	7	17%[57.1 µM]	3%	2.0	0	-0.3	6
COc1ccc(N2CCN(S(=O)(=O)CCNC(=O)COc3ccc(Cl)cc3)CC2)cc1	4%	5%	-6	8%	-13%	-0.3	2	0.2	0
CCOC(=O)c1ccccc1NC(=O)Cn1nnc2sc3c(c2c1=O)CCCC3	nt	-6%	2	16%	-26%	-0.8	-4	-0.3	nt
CC(=O)Nc1ccc(S(=O)(=O)N(C)CC(=O)Nc2ccccc2N2CCOCC2)cc1	8%	-4%	1	23%[57.1 µM]	-16%	0.4	1	-0.2	-3
COc1ccc(NC(=O)C2CCCN(C)C2)cc1OCC(C)C (stereo not given)	-2%	-5%	2	6%	-19%	-0.5	-3	0.9	nt
O=C(NC(=S)Nn1cnc2c(cnn2-c2ccccc2)c1=O)c1ccc(Cl)cc1	9%	8%	6	-50%	-6%	0.3	-19	0.2	10
CCCCCCCCCCOC(=O)Cn1c(COc2ccc(OC)cc2)[n+](C)c2ccccc21	-9%&-5%	-2%[2.29 µM]	5&1	0%[2.29 µM]	-20%&-13%	16&0.4	3&-9	4.2&3.7	-1&-25
O=C(Nc1cccc(F)c1)/C(=C\c1ccco1)NC(=O)c1cccs1	3%	-3%	-5	-16%	-11%	-0.1	-1	0.0	-7
CC(=O)Nc1ccc(NC(=O)COC(=O)CCNS(=O)(=O)c2c(Cl)cccc2Cl)cc1	13%	-6%	-6	1%	-19%	0.5	0	0.6	14
Brc1ccc(-c2cnnc(N3CCCC3)n2)cc1	14%	-4%[57.1 µM]	6	10%[57.1 µM]	-7%	-0.2	11	0.3	-5
O=C(CN(Cc1ccc(Cl)c(Cl)c1)S(=O)(=O)c1ccccc1)N/N=C\c1ccc2c(c1)OCO2	4%	-2%	4	18%[57.1 µM]	-6%	-0.1	2	0.3	1
O=C(COc1ccccc1)NC(=S)Nc1ccc(Br)cn1	3%	-7%	6	-7%	-10%	-2.2	-1	0.7	-22
Cc1cc(C)cc(NC(=O)CCn2c(=O)c3cccn3c3ccccc32)c1	1%	-3%	-1	4%	-20%	0.6	-5	0.5	10
CCc1ccc(S(=O)(=O)N2CCN(c3ncccn3)CC2)cc1	13%	5%	-4	12%	-14%	-0.6	-3	0.2	-2
COC(=O)c1ccccc1NC(=O)c1ccc2c(c1)OCCO2	5%	-10%	2	-8%	-19%	0.2	-9	0.8	-9
COc1ccc(S(=O)(=O)N2CCCCCC2)cc1C(=O)N(C)CCOc1ccccc1	8%	-2%	2	6%	-24%	-0.2	6	0.0	13
Cc1ccc(/C=C2\SC(=S)N(CCCC(=O)Nc3cccc(C(=O)O)c3)C2=O)cc1	-12%	-5%	1	16%	-13%	-0.6	-7	0.0	-12
O=C(Nc1cc(C(F)(F)F)ccc1N1CCOCC1)c1cnccn1	-3%	-6%	-4	5%	-3%	0.2	-11	0.0	5

Structures listed so far containing a furan ring, fused or not (two):
SMILES	mIDH1 inhibitor	TrxR1 substrate	PI4K2A block	TrxR1 inh	USP1-UAF1 inh	D2 ag	TRHR PAM	TRHR agonist	D2 antagonist
O=C(NCc1ccco1)c1cc(S(=O)(=O)N2CCOCC2)c(Cl)cc1Cl	5%	-11%	5	-15%	-4%	-0.3	1	-0.4	3
O=C(Nc1cccc(F)c1)/C(=C\c1ccco1)NC(=O)c1cccs1	3%	-3%	-5	-16%	-11%	-0.1	-1	0.0	-7

(continued)
SMILES	mIDH1 inhibitor	TrxR1 substrate	PI4K2A block	TrxR1 inh	USP1-UAF1 inh	D2 ag	TRHR PAM	TRHR agonist	D2 antagonist
C/C(Cl)=C\Cn1c(Nc2ccc(C)cc2)nc2c1c(=O)n(C)c(=O)n2C	-1%	-1%	1	8%	-2%	0.0	1	0.4	10
COc1ccccc1N1CCN(c2cc(N3CCCC3)nc(C)n2)CC1	0%	-4%	-9	-18%	2%	-0.1	-1	-0.4	6
CCCCOC(=O)Cn1c(=O)oc2ccc(C)cc21	1%	3%[57.1 µM]	2	20%[57.1 µM]	-6%	-0.2	16	-0.4	6
COCCn1nnnc1CN1CCC(Cc2ccccc2)CC1	3%	4%	8	0%	-3%	0.6	9	1.5	2
CCCc1nc2oc3c(NCC4CCCO4)ncnc3c2c2c1COC(C)(C)C2 (stereo not given)	1%	187%[activator]	-1	28%	-4%	-0.3	4	0.4	-11
CCCCn1c(NC(=O)C2CCCCC2)nc2ccccc21	0%	1%[57.1 µM]	-3	-1%[57.1 µM]	-7%	-2.4	-2	0.4	1
Clc1cccc(Nc2nc(-c3cccnc3)cs2)c1	18%	6%	0	15%	-4%	1.2	-4	0.1	-2
COC(=O)c1ccccc1NC(=O)c1ccc2c(c1)CCN2S(=O)(=O)c1ccc(Cl)cc1	0%	-3%	3	16%	-15%	-0.1	-1	0.7	nt
O=C(c1ccc2[nH]c3c(c2c1)CCCC3)N1CCN(c2ccc(F)cc2)CC1	0%	-13%	0	-14%	-4%	5.4	5	0.2	-7
CCN1C(=O)c2ccccc2Sc2ccc(NC(C)=O)cc21	5%	-1%[57.1 µM]	-4	4%[57.1 µM]	4%	nt	8	-0.2	nt
COc1ccc(N(CC(=O)N2CCC(Cc3ccccc3)CC2)S(C)(=O)=O)cc1	21%	8%[57.1 µM]	-3	15%[11.4 µM]	-5%	-0.6	-8	-2.0	-13
S=c1[nH]nc(-c2ccccn2)n1/N=C/c1ccco1	0%	2%[57.1 µM]	-11	-17%[57.1 µM]	-5%	-0.1	20	0.7	-6
CC(C)CCOc1ccc(C(=O)C[N+]2(C)CCOCC2)cc1	-3%	-8%	-13	-9%	-9%	0.6	-2	0.7	2
Cc1ccc2cc(C#N)c(NCc3ccco3)nc2c1	4%	39%	-2	?	-10%	0.5	0	-0.9	4
CCC1(c2ccc(F)cc2)NC(=O)N(CC(=O)Nc2ccc(C(N)=O)cc2)C1=O (stereo not given)	0%	-3%	-3	-2%	-5%	0.6	-3	0.7	8
Cc1ccc(C(=O)OCC(=O)NC2CCCC2)cc1	2%	0%	-5	15%	-20%	-0.5	4	-0.7	-7
COc1ccc(CNC(=O)COc2ccccc2C(=O)c2cnn(-c3ccccc3)c2)cc1OC	-6%	-7%	-6	12%	-9%	0.0	-3	-0.9	8
COCCNC(=O)CNC(c1ccccc1)c1ccccc1	nt	nt	nt	nt	nt	-0.4	2	-0.5	4
Cc1cc(C)cc(N2C(=O)N(c3ccccc3C)C3CS(=O)(=O)CC32)c1 (stereo not given)	0%	12%	-2	23%	-1%	0.4	-3	0.2	12
CCCOc1ccc(N2CC(C(=O)Nc3ccc4c(c3)OCO4)CC2=O)cc1 (stereo not given)	13%	-1%[57.1 µM]	-1	8%[57.1 µM]	-9%	-1.2	-1	-0.7	-24
CCCn1c(SCC(=O)N2CCCCC2)nc2c1c(=O)n(C)c(=O)n2C	2%	1%	1	14%	1%	-0.3	-4	0.3	29
O=C(/C=C/Nc1ccccc1F)c1cccs1	16%	-16%	-25	-21%	-3%	-0.4	2	-0.1	6
CCOc1nc2ccccc2cc1/C=C/C(=O)O	-4%	79%[activator]	0	-1%	-14%	-0.5	3	-0.6	-11
O=C(CSc1ccc(-c2cccs2)nn1)NCc1ccccc1Cl	nt	nt	nt	nt	nt	-0.5	-3	-0.9	-19
CNC[C@H]1Oc2ccc(NC(=O)Nc3ccc(OC)cc3)cc2C(=O)N([C@@H](C)CO)C[C@H]1C	-2%[38.3 µM]	-1%	3	?	-22%	nt	nt	nt	nt
SMILES	mIDH1 inhibitor	TrxR1 substrate	PI4K2A block	TrxR1 inh	USP1-UAF1 inh	D2 ag	TRHR PAM	TRHR agonist	D2 antagonist
Cn1c(SCC(=O)NNC(=O)Nc2ccc(Cl)cc2)nnc1-c1ccccc1	24%	0%	13	20%	-14%	-0.4	-1	0.3	20
COc1cc(C(C)=O)ccc1OCC(O)CNCC(O)c1ccccc1 (stereo not given)	0%	0%	8	4%	-17%	-1.7	10	-0.5	-5
CCCOc1cccc(C(=O)Nc2cccc3cccnc23)c1	12%	-5%[57.1 µM]	1	13%[57.1 µM]	?	1.3	-13	0.2	nt
COc1cc(C)nc(N(C)C(C)=O)n1	4%	9%[57.1 µM]	2	7%	5%	0.5	0	1.1	20
N#C/C(=C\c1ccc(N2CCOCC2)o1)C(=O)N1CCOCC1	12%	-6%[57.1 µM]	4	-52%	?	nt	2	0.4	nt
CC(C)(C)OC(=O)N1CCN(Cc2ccc(F)c(B(O)O)c2)CC1	4%	5%	-2	17%	1%	nt	nt	nt	nt
COc1ccccc1/C=C(/C(=O)OCC(=O)Nc1ccccc1C(C)C)c1ccccc1	-8%	-8%	-3	9%	-11%	1.5	-3	0.1	5

Screening data deposited in PubChem BioAssay by National Center for Advancing Translational Sciences (NCATS).
